Screens: PubChem BioAssay, several laboratories
proCasp7 act: counter-screen for procaspase-3 activators: activators of human procaspase-7; recombinant procaspase-7, Ac-DEVD-pNA absorbance 405 nm; D23A/D198A/D206A triple mutant, cannot self-cleave; scale: DMSO 0, 5 µM enzyme 100; activation, % at 8.5 µM; actives 0.093% (n = 330,000); AID 463210;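 active = percent activation above the screen-wide mean plus 3 SD, cut at about 25% in these data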
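Replicates: singlicate. Assay system: Procaspase-7 triple mutant (PC-7 D3A). Signal: 405 nm absorbance of p-nitroaniline. Times: 1 h preincubation, 2 h reaction. Buffer or medium: Zinc-free HEPES pH 7.4 with 300 mM NaCl, 0.01% Triton X-100. Also added: DEVD-pNA substrate. Benchmarks: DMSO wells as 0%, DMSO with 5 µM added PC-7 as 100%.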
CR mimetic SO: yeast age-related superoxide inhibition as caloric restriction mimetic | actives 0.18% (n = 330,000) | AID 2690 | superoxide response (% of plate mean), % at 10 µM | S. cerevisiae aged cells, superoxide DHE fluorescence; stronger effect = lower value;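 active = superoxide response under a set limit, about three screen SD below normal, cut at about 65% in these data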;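 also: yeast aged for seven days with compound at 30 °C before DHE staining; 100% = average MFI of all compound-treated wells on the plate with controls excluded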
MEP2 TOR yeast: yeast TOR pathway MEP2-GFP modulation; S. cerevisiae MEP2-GFP strain, flow cytometry GFP, 3 h; 100% = DMSO control level; GFP response vs DMSO, % at 10 µM; actives 0.51% (n = 330,000);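 active = GFP response versus DMSO above a set limit, roughly screen mean plus 3 SD, cut at about 180% in these data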;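 also: median GFP fluorescence of the barcode-gated MEP2-GFP cells per well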
LAP4-GFP MLPCN: alters LAP4-GFP fluorescence in TOR pathway yeast screen | GFP response vs DMSO, % at 10 µM | S. cerevisiae LAP4-GFP multiplex, flow cytometry GFP, 3 h; median GFP as percent of DMSO wells | actives 0.34% (n = 320,000);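 active = GFP response vs DMSO above a set limit, about the screen mean plus 3 SD, cut at about 150% in these data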
proCasp3 act: procaspase-3 (human) activation | actives 0.11% (n = 330,000) | recombinant procaspase-3 D3A, Ac-DEVD-pNA absorbance 405 nm | activation, % at 8.5 µM;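 active = activation above the mean of all tested compounds plus 3 SD, cut at about 21% in these data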;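 also: 0% = DMSO alone and 100% = DMSO wells spiked with extra 5 µM PC-3 D3A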
Target sequence (P42574 whole entry D9A/D28A/D175A): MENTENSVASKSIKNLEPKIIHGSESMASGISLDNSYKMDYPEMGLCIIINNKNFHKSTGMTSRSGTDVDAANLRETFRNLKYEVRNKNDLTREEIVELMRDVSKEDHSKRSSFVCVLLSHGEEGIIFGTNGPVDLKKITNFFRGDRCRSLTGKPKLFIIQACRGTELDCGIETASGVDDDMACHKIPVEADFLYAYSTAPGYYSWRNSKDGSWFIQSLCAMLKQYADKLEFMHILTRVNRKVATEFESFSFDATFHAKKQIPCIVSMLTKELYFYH
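Test system: Procaspase-3 D3A mutant, all three cleavage aspartates alanine | Dosing: Single dose, 8.5 µM nominal compound, 0.8% DMSO | Schedule: 1 h preincubation, 2 h reaction | Technique: 405 nm absorbance of p-nitroaniline, reads at 0 and 120 min | Repeats: One well per compound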
AHR activator: activates the human aryl hydrocarbon receptor | actives 2.5% (n = 320,000) | AHR-responsive luciferase reporter cells, luminescence | AID 2796 | activation, % at 5 µM; in the data active = activation above about 47%;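 also: 0% = vehicle wells and 100% = reference agonist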
Target sequence (P35869 whole entry, looked up): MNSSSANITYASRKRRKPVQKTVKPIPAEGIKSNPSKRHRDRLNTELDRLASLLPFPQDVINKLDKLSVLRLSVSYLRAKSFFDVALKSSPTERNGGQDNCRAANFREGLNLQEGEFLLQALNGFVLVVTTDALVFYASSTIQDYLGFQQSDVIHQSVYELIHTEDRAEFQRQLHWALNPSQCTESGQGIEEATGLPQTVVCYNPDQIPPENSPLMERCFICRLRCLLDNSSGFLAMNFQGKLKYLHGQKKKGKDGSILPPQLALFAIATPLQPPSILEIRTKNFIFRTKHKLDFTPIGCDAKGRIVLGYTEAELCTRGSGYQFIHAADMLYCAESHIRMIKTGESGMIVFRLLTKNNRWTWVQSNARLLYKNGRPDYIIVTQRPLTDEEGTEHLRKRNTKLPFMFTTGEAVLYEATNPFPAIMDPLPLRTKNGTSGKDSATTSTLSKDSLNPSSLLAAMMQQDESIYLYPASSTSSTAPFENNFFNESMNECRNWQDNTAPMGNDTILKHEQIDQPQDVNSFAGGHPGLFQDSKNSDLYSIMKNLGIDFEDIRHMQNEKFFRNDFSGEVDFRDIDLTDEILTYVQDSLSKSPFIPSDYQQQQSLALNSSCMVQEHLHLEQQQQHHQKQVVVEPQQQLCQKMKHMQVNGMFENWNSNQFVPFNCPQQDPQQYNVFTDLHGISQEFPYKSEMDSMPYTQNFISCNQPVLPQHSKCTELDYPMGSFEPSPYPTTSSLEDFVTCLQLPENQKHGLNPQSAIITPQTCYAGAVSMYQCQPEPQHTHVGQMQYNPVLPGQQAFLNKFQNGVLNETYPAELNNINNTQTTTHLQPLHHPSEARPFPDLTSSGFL
GASC-1 inh: human JMJD2C demethylase inhibition. GST-JMJD2C(1-420) H3K9me3 demethylation, DELFIA europium. AID 2099. Q9H3R0. inhibition, % at 2.35 µM. actives 0.069% (n = 330,000);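 active = more than half of a compound's replicate wells show inhibition beyond 50%, single wells judged on their own value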;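 also: signal counts dimethyl H3K9 product captured on neutravidin plate; 0% = median of DMSO wells and 100% = 0.3 times that DMSO median; strong numbers were not always called active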
RPL19A-GFP yeast: modulators of TOR pathway RPL19A-GFP in S. cerevisiae; S. cerevisiae RPL19A-GFP strain, flow cytometry, 3 h; stronger effect = lower value; percent response vs DMSO, % at 10 µM; actives 0.3% (n = 330,000); AID 2025;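 active = percent response vs DMSO below 50%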;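 also: median channel GFP fluorescence of the barcoded RPL19A-GFP strain; ratio of sample median GFP to plate DMSO average so 100% = DMSO; lower means less RPL19A-GFP as with rapamycin TOR inhibition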
* marks the source's active call; other numbers are inactive results; nt = not tested or not shown; [ ] = remark or other dose.

SMILES	proCasp7 act	CR mimetic SO	MEP2 TOR yeast	LAP4-GFP MLPCN	proCasp3 act	AHR activator	GASC-1 inh	RPL19A-GFP yeast
Nc1c(C(=O)NCc2ccc(Cl)cc2)sc2nc3c(c(C(F)(F)F)c12)CCC3	-5	88	103	105	4	-4	6	94
CC(Oc1ccc2c3c(c(=O)oc2c1)CCCC3)C(=O)NC1CC(C)(C)NC(C)(C)C1 (stereo not given)	13	109	110	103	-2	-1	7	104
CNc1nc(-c2c(C)[nH]c3ccc(OC)cc23)cs1	-20	96	98	112	-5	39	6	92
O=S(=O)(c1cccc(C(F)(F)F)c1)N1CCN(c2nnnn2-c2ccccc2)CC1	2	120	100	102	8	2	3	97
COC(=O)C1=C(C)N(Cc2ccccc2)C(=NCc2ccccc2)N[C@H]1c1cccc(F)c1	-4	98	88	101	0	1	-8	90
O=C(CSc1nc(=O)n(CCN2CCOCC2)c2c1CCC2)Nc1ccc(OC(F)(F)F)cc1	7	101	88	101	-1	-1	0	96
COc1cc(Cc2nccc3cc(OC)c(OC)cc23)c(NC(C)=O)cc1OC	3	97	111	94	7	0	-9	105
COc1cccc(-c2nn[nH]n2)c1O	8	99	95	96	-6	-1	-1	90
O=C(CSc1nnc(-c2ccncc2)n1Cc1ccco1)Nc1nc(-c2ccccc2)cs1	-1	97	96	87	0	48*	4	99
COc1ccccc1C(=O)Nc1ccc2nc3n(c(=O)c2c1)CCCC3	10	98	101	98	-4	16	6	99
COc1ccc(C(=O)NN=C(Cc2ccccc2)Cc2ccccc2)cc1OC	4	96	112	90	2	27	2	100
CCCCc1nnc(NC(=O)CCSc2ccccc2)s1	-7	87	101	108	1	-2	18	102
NC1=NC(=Nc2cccc(Cl)c2)c2ccccc21	-1	97	89	104	0	2	-7	94
Cc1cc(C(F)(F)F)nc(SCC(=O)Nc2c(C)n(C)n(-c3ccccc3)c2=O)n1	6	110	97	95	-1	0	-9	102
Cc1cc(C)n(-c2ccc(S(N)(=O)=O)cc2[N+](=O)[O-])n1	1	106	95	98	2	-2	-3	96
COc1ccc(NC(C)C(=O)Nc2cc(C(F)(F)F)ccc2N2CCOCC2)c(OC)c1 (stereo not given)	-28	104	102	96	-6	4	15	101
CCC(C)(C)NC(=O)C(NS(=O)(=O)c1cccs1)c1ccccc1 (stereo not given)	4	98	121	109	-5	0	10	101
COc1ccc(CNC(=O)C(=O)NCC2OCCCN2S(=O)(=O)c2cccs2)cc1 (stereo not given)	3	100	99	89	6	-3	17	100
CCOC(=O)C1CCCCN1C(=O)CCc1c(C)nc2ncnn2c1C (stereo not given)	-8	96	95	91	-2	-6	4	92
CCOc1ccc(S(=O)(=O)N(CC(=O)NC2CCCCC2C)Cc2ccco2)cc1 (stereo not given)	-1	91	86	83	1	-1	12	101
CC(C)(NC(=O)N1CCOCC1)c1cccc(C(C)(C)NC(=O)N2CCOCC2)c1	-1	90	85	85	-2	0	14	90
Cc1cc(O)c(C(C)C)cc1NC(=O)Nc1cccc2ccccc12	3	97	100	104	-3	6	5	97
Nc1cccc(C(=O)OCC(=O)c2ccccc2)c1	20	101	101	104	-2	4	-8	101
O=C(N/N=C/c1ccc(F)cc1)c1ccncc1	4	101	101	96	6	11	-7	91
O=C(Cc1cnc2ncnn2c1)N1CCc2c([nH]c3ccccc23)C1c1ccccc1F (stereo not given)	14	114	108	95	-1	13	3	102
COc1cccc(CNC(=O)CCC2CCCN(C(=O)c3ccoc3)C2)c1 (stereo not given)	-1	95	105	107	15	0	-8	100
Cc1ccc(S(=O)(=O)Nc2nc(C)cc(NN)n2)cc1	4	85	112	105	1	5	-7	106
Cc1occc1C(=O)Nc1c(F)cc(F)cc1Br	-7	122	104	105	2	0	-1	99
COc1ccc(S(=O)(=O)N2CCCCCC2)cc1N(C)S(=O)(=O)c1ccccc1	-3	100	106	92	-6	-3	6	105
O=C(Nc1ccon1)Nc1cc(Cl)ccc1Cl	-4	106	104	94	-1	122*	3	100
COc1ccc(Cc2nnc(NC(=O)Nc3ccccc3F)s2)cc1OC	14	95	103	85	3	20	2	107
O=C(Nc1ccccc1N1CCCCC1)C1CCN(S(=O)(=O)c2ccccc2C(F)(F)F)CC1	2	99	93	89	-1	2	-2	92
CCN(CC)CCNCC(=O)Nc1ccc(Oc2ccccc2)cc1	-1	99	99	108	6	-1	-3	103
Cc1ncccc1C(=O)N1CCCC(CCC(=O)N2CCN(c3ccccn3)CC2)C1 (stereo not given)	2	94	100	94	3	2	9	100
O=C(/C=C/c1cccs1)NC(=S)NNC(=O)Cc1cccs1	-2	39*	118	122	3	11	-7	100
Nc1cc2c(cc1[N+](=O)[O-])OCCOCCOCCO2	-2	98	109	97	0	-1	-10	105
COc1ccc([N+](=O)[O-])cc1N(CC(O)Cn1nnc2ccccc21)S(=O)(=O)c1ccc(C)cc1 (stereo not given)	9	97	103	100	3	4	-2	101
O=C(Nc1cccnc1Cl)c1cc([N+](=O)[O-])ccc1Cl	-7	118	103	96	2	1	9	110
COc1ccc(NS(=O)(=O)c2cc(NC(=O)c3ccc(Cl)cc3)ccc2N2CCOCC2)cc1	-8	112	97	93	2	4	-7	102
Nc1c(-c2ccccc2)nnn1Cc1ccccc1	-2	110	96	nt	-7	2	-1	93
CCOC(=O)c1ccc(N/C=C/C(=O)c2ccc(OC)cc2)cc1	-4	106	105	101	-5	1	1	101
CCOC(=O)c1ccccc1NC1CC(=O)N(c2ccccc2C)C1=O (stereo not given)	-7	110	102	105	9	0	25	98
Cc1cccc(N2C(=O)CS/C2=N\NC(=O)c2ccc(Cl)cc2)c1C	8	88	107	105	0	11	1	99
CC(=O)Nc1ccc(NC(=O)CSc2nnnn2-c2ccc3c(c2)OCCO3)cc1	2	104	104	92	1	-1	-23	104
O=c1[nH]c2cccc(F)c2n2cccc12	7	102	106	91	3	7	-15	104

The last 4 records of the section above come first, to join the parts:
SMILES	proCasp7 act	CR mimetic SO	MEP2 TOR yeast	LAP4-GFP MLPCN	proCasp3 act	AHR activator	GASC-1 inh	RPL19A-GFP yeast
CCOC(=O)c1ccccc1NC1CC(=O)N(c2ccccc2C)C1=O (stereo not given)	-7	110	102	105	9	0	25	98
Cc1cccc(N2C(=O)CS/C2=N\NC(=O)c2ccc(Cl)cc2)c1C	8	88	107	105	0	11	1	99
CC(=O)Nc1ccc(NC(=O)CSc2nnnn2-c2ccc3c(c2)OCCO3)cc1	2	104	104	92	1	-1	-23	104
O=c1[nH]c2cccc(F)c2n2cccc12	7	102	106	91	3	7	-15	104
O=C(Oc1ccccc1Cl)c1ccccc1P(=O)(O)O	5	91	104	100	-2	2	-1	101
CN(Cc1ccccc1)C(=O)COC(=O)c1ccc2c(c1)OCO2	-5	114	99	105	4	-2	16	99
Clc1ccc(Nc2nc(N3CCOCC3)nc(N3CCOCC3)n2)cc1Cl	4	99	116	111	-4	15	14	105
COc1cc(Br)cc(/C=N/NC(=O)Cc2ccccc2)c1O	6	103	98	107	8	6	1	91
CCOc1nc2cnccc2n(CC(=O)Nc2ccccc2F)c1=O	-8	91	108	107	3	2	0	102
CC(CNC(=O)C1CCCCC1)NC(=O)C1CCCCC1 (stereo not given)	-5	84	96	91	-4	0	1	95
CCN(c1ccccc1)S(=O)(=O)c1ccc(Cl)c(NC(=O)CSc2nncn2C)c1	-4	87	103	104	4	2	-29	99
COc1ccc(NC(=O)COC(=O)COc2cccc3c2OC(C)(C)C3)cc1	3	94	96	106	13	-1	-4	97
C=CCN(c1ccccc1)S(=O)(=O)c1ccc2c(c1)N(C(C)=O)CCO2	-8	102	93	105	0	1	6	94
CCOc1cc(-c2nc3ccccc3s2)ccc1O	19	93	93	115	7	2	-6	87
O=C(CCNS(=O)(=O)c1ccccc1C(F)(F)F)N1CCN(C(c2ccccc2)c2ccccc2)CC1	4	115	101	97	5	-1	-13	94
Cc1ccc(OC(=O)NC2CCS(=O)(=O)C2)cc1C (stereo not given)	3	109	104	106	-2	3	1	103
CC(C)(C)c1cc(C(=O)NCC(=O)OCC(=O)c2cccc([N+](=O)[O-])c2)cc(C(C)(C)C)c1	-3	101	103	89	11	24	-9	103
Cc1ccc(N(C(=O)Cn2nnc3ccccc32)C(C(=O)NCc2ccco2)c2cccnc2)cc1 (stereo not given)	16	86	90	92	-3	-1	-1	89
CCOC(=O)c1ccccc1NC(=O)COC(=O)CCCOc1ccccc1	-1	104	97	111	6	-2	-6	97

3 entries already listed, ordered by SMILES length, rising:
SMILES	proCasp7 act	CR mimetic SO	MEP2 TOR yeast	LAP4-GFP MLPCN	proCasp3 act	AHR activator	GASC-1 inh	RPL19A-GFP yeast
Cc1ccc(OC(=O)NC2CCS(=O)(=O)C2)cc1C (stereo not given)	3	109	104	106	-2	3	1	103
CN(Cc1ccccc1)C(=O)COC(=O)c1ccc2c(c1)OCO2	-5	114	99	105	4	-2	16	99
CCN(c1ccccc1)S(=O)(=O)c1ccc(Cl)c(NC(=O)CSc2nncn2C)c1	-4	87	103	104	4	2	-29	99

Next part:
SMILES	proCasp7 act	CR mimetic SO	MEP2 TOR yeast	LAP4-GFP MLPCN	proCasp3 act	AHR activator	GASC-1 inh	RPL19A-GFP yeast
Cc1ccc(NC(=O)CC(C(=O)O)c2ccccc2)cc1 (stereo not given)	-6	118	106	93	2	3	5	105
CCC(C)(C)C(=O)Nc1ncc(S(=O)(=O)c2ccc([N+](=O)[O-])cc2)s1	1	90	102	94	2	3	-19	98
C=CCn1cc(C(=O)OC)c(=O)c2cc(S(=O)(=O)N3CCCCCC3)ccc21	6	104	88	104	4	0	2	96
Cc1ccc(OCc2nc(-c3ccccn3)no2)c(Br)c1	22	91	94	108	5	-10	4	96
COc1ccccc1N1CCN(CC(O)c2ccccc2)CC1 (stereo not given)	-6	92	290*[may fluoresce violet]	79[may fluoresce violet]	5	4	0	46*[may fluoresce violet]
Cc1ccc(-n2c3c(cc(C(=O)NCc4ccco4)c2=O)C(=O)CC(C)(C)C3)cc1	3	91	100	98	6	0	-4	97
O=C1Cc2ccccc2Sc2ccc(O)cc21	-3	112	95	99	3	6	-7	95
CCOc1cccc(C(=O)NC(=S)Nc2ccccc2)c1	-8	87	91	99	0	13	-12	103
COc1ccc(CCNC(=O)CCC(=O)c2cccs2)cc1OC	11	106	135	122	4	-1	20	100
CCOc1ccc(S(=O)(=O)NCc2ccccc2Cl)cc1C(N)=O	1	96	101	99	0	0	-4	102
COc1ccc(CCNC(=O)C(=O)NCC2OCCN2S(=O)(=O)c2ccc(OC)c(OC)c2)cc1OC (stereo not given)	1	99	104	105	0	7	-3	98
N#Cc1cc([N+](=O)[O-])cnc1NCC(O)CO (stereo not given)	12	93	99	101	3	3	22	101
CC(C)NS(=O)(=O)c1ccc(NC(=O)C(C)Oc2ccc(C(=O)c3ccccc3)cc2)cc1 (stereo not given)	4	100	108	82	-4	0	8	105
O=C(c1cccc(F)c1)N1CCN(c2cccc(C(F)(F)F)c2)CC1	-5	100	107	89	14	-7	2	102
COc1ccc(-c2noc(C3CCCN(C(=O)c4ccccc4OC)C3)n2)cc1 (stereo not given)	nt	106	105	93	nt	nt	-4	102
O=c1cc(-c2ccccc2F)oc2ccccc12	10	94	96	101	1	2	8	98
COc1ccc(CCNC(=O)COC(=O)c2ccc(N3CCCC3=O)cc2)cc1OC	-1	117	95	94	-10	0	3	104
COc1cccc(OCCOc2ccc(/C=C3/SC(=S)NC3=O)cc2)c1	-20	96	104	91	-14	-1	13	108
